CF NFkB inh = inhibitors of cystic fibrosis induced NF-kB. KKLEB NF-kB-GFP reporter, PAF-induced, GFP fluorescence overnight. inhibition, % at 5 µM. 360,000 compounds, 0.86% hits. AID 588850;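 active = at least 50% inhibition at 5 µM, scaled per plate between neutral and stimulator controls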;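 note: PAF is a Pseudomonas aeruginosa culture filtrate used as stimulus; plate controls were PAF-stimulated DMSO wells for no effect and unstimulated DMSO wells for full effect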
TROY signal inh = inhibitors of TROY-dependent NF-kB signaling; Q293 LMP1-TROYcd NF-kB luciferase reporter, 4 h; inhibition, % at 10 µM; 360,000 compounds, 0.98% hits;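 active = compounds whose plate-normalised and pattern-corrected inhibition of the luciferase reporter signal at the single screening dose is 50% or more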
KKLEB cytotox = counter-screen for CF NF-kB inhibitors: cytotoxicity. AID 602141. 360,000 compounds, 0.36% hits. activity change (cytotoxicity), % at 5 µM. KKLEB CF airway cells viability, ATPlite luminescence, overnight; hits give low values; cells stimulated with P. aeruginosa culture filtrate;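 active = corrected activity change at or below -50% at 5 µM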
TWEAK-Fn14 inh = TWEAK-Fn14 signaling inhibition; TWEAK-stimulated Fn14 reporter cells, luciferase luminescence, 8 h; inhibition, % at 10 µM; 360,000 compounds, 2% hits; in the data active = inhibition above about 50%
EBV LMP1 NFkB = Epstein-Barr LMP1 NF-kappaB reporter inhibition; LMP1-induced NF-kappaB luciferase reporter cells, luminescence; inhibition, % at 12.5 µM; 350,000 compounds, 0.69% hits; AID 504558; in the data active = inhibition above about 41%;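 note: 0% = neutral control wells and 100% = reference inhibitor control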
TRAIL sens C8 = caspase-8 TRAIL sensitization | NB7+C8 cells + TRAIL, ATPlite viability luminescence | inhibition (viability loss, TRAIL sensitization), % at 10 µM | 360,000 compounds, 1% hits | AID 624354;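 active = compounds causing at least 50% loss of cell viability in the single-dose screen, relative to plate controls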
NCOA2 inhibitor = inhibits human steroid receptor coactivator 2; Q15596; HEK293 GAL4-SRC2 luciferase reporter, luminescence; inhibition, % at 9 µM; 370,000 compounds, 0.17% hits; AID 651957;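 active = inhibition above the mean inhibition of all tested compounds plus 3 SD, set per campaign, cut at about 52% in these data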;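 note: 0% = DMSO treated cells and 100% = cells given Gossypol at 36 µM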
NCOA1 inh = inhibits human SRC1 coactivator; Q15788; inhibition, % at 3.6 µM; 360,000 compounds, 0.12% hits; AID 588354; HEK293 GAL4-SRC1 luciferase reporter, luminescence;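 active = inhibition above the campaign mean plus 3 SD, with each screening campaign given its own cutoff, cut at about 60% in these data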;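 note: 0% = DMSO treated cells and 100% = gossypol at 36 µM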
COUP-TFII inh = inhibitors of human COUP-TFII (NR2F2); P24468; HEK293T NGFI-A luciferase reporter, luminescence; inhibition, % at 8.6 µM; 370,000 compounds, 0.7% hits; AID 686940;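 active = inhibition above a per-plate cutoff, mean inhibition of test wells between control levels plus 3 SD, cut at about 38% in these data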;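 note: cells cotransfected with COUP-TFII expression vector driving the NGFI-A reporter; 0% = median of COUP-TF2 test wells and 100% = reporter-only cells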
Target sequence (P24468 whole entry, looked up): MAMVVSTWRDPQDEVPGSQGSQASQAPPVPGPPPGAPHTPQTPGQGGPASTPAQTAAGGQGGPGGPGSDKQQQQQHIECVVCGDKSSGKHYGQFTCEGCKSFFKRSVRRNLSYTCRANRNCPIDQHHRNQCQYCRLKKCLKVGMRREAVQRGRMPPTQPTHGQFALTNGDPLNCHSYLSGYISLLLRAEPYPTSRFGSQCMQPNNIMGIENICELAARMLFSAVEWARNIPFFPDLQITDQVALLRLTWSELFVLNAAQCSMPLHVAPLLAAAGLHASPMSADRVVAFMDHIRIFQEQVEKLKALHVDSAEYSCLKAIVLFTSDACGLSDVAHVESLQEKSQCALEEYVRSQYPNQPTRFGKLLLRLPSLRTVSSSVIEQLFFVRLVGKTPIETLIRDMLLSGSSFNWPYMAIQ
NR5A2 inv ag = NR5A2 inverse agonism in reporter assay. 360,000 compounds, 0.13% hits. HEK293T StAR-luciferase reporter, LRH-1 transfected, 24 h. inhibition, % at 3.6 µM. O00482;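 active = inhibition above the mean inhibition of all tested compounds plus 3 SD, cut at about 73% in these data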;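 note: 0% = DMSO wells and 100% = reporter-only cells lacking LRH-1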
Target sequence (O00482 whole entry, looked up): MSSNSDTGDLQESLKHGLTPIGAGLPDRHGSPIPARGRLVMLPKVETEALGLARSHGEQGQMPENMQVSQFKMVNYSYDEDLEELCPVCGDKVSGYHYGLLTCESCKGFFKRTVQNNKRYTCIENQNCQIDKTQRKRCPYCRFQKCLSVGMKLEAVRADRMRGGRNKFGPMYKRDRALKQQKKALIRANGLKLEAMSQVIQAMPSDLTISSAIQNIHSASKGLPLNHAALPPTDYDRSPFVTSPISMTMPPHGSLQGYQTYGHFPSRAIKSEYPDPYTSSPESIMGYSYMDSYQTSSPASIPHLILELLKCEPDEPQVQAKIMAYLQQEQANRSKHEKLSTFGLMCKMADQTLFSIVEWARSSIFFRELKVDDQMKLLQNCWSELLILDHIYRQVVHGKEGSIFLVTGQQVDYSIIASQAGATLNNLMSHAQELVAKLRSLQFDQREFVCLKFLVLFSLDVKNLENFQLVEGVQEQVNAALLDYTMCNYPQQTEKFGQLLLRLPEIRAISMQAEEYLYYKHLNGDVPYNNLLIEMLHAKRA
NCOA3 inh = inhibits human SRC3 coactivator | AID 588352 | inhibition, % at 3.6 µM | HEK293 GAL4-SRC3 luciferase reporter, luminescence | Q9Y6Q9 | 360,000 compounds, 0.17% hits;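 active = inhibition above a per-campaign cutoff, the mean of all compounds plus 3 SD, cut at about 60% in these data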;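 note: 0% = DMSO-treated cells and 100% = gossypol-treated cells at 36 µM; higher means less SRC3-driven luciferase light from the GAL4 reporter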
* marks the source's active call; other numbers are inactive results; · = not tested or not shown; & = joins results of further samples.

Molecule,CF NFkB inh,TROY signal inh,KKLEB cytotox,TWEAK-Fn14 inh,EBV LMP1 NFkB,TRAIL sens C8,NCOA2 inhibitor,NCOA1 inh,COUP-TFII inh,NR5A2 inv ag,NCOA3 inh
CC(C)(Oc1ccc(Cl)cc1)C(=O)OCC(=O)NCCc1ccccc1,0,9,9,-4,-8,-9,-16,-8,-16,56,9
Cc1ccc(Cl)cc1NC(=O)CN1CCN(S(=O)(=O)N2CCOCC2)CC1,13,14,-4,0,5,1,2,-11,-11,19,4
Cc1ccccc1NC(=O)Cc1nc(COC(=O)c2nccnc2N)cs1,-22,2,-4,-58,3,-6,8,-15,12,14,-1
CC(C)(C)OC(=O)NCCCCCNC(=O)c1ncn(Cc2ccccc2)c1C(=O)NCCCCCNC(=O)OC(C)(C)C,-11,-16,16,9,-12,13,9,-6,23,5,-25
O=C(NC1CCCCC1)N1CCC(n2cnc3ccccc32)CC1,-1,7,-8,-6,9,-2,-20,-5,10,-2,-7
CCOc1ccc(NC(=O)c2cccc(NC(=O)c3ccccc3)c2)cc1,-3,-34,4,-16,-35,14,-28,-30,-10,-42,-54
O=C(NC1CCCC1)C(c1ccc(F)cc1)N(C(=O)c1csnn1)c1ccccc1 (stereo unspecified),2,13,15,-1,-10,-18,-27,-5,22,8,-4
COc1cccc(CCNC(=O)c2cc(COc3cccc(OC)c3)on2)c1,-19,-29,16,-19,-7,15,-58,-12,-17,-2,-17
COc1cccc(Nc2nc(CN)cs2)n1,1,10,0,-15,·,-14,-14,6,3,-12,-7
O=C(O)C1CCN(S(=O)(=O)c2ccc3c(c2)OCCCO3)CC1,-9,-2,2,18,-2,6,12,-7,6,2,-4
CC1(C(=O)NS(=O)(=O)c2ccc(Br)cc2)CCN1C(=O)C1CCCCC1 (stereo unspecified),-8,5,3,-7,·,-26,-4,-4,-7,-1,-6
CC(=O)N1C[C@H]2CON(C)[C@H]2C[C@H]1c1ccc(-c2ccc(C#N)cc2)cc1,-22,8,6,-1,-2,-12,-5,-5,-6,27,-2
Cc1cccc(NC(=O)C(c2cccc([N+](=O)[O-])c2)N2CCCCC2)c1 (stereo unspecified),4,7,-7,-12,7,-2,2,-2,7,6,20
CC1CCN(S(=O)(=O)c2cccc(C(=O)N(Cc3ccccc3)c3ccccn3)c2)CC1,10,17,1,23,-4,-2,7,-3,13,12,12
CCN(C(=O)COC(=O)c1ccccc1Cc1ccccc1)c1c(N)n(Cc2ccccc2)c(=O)[nH]c1=O,20,19,-7,-19,6,7,-11,-7,-5,-1,34
CC(C)CCc1noc(CN2CCN(CC(=O)NC(C)C)CC2)n1,3,4,0,-1,4,10,25,7,7,13,23
COc1ccc(N2CC(C(=O)OCC(=O)Nc3cccc(C)c3)CC2=O)cc1 (stereo unspecified),-3,4,11,11,2,8,7,-1,-16,-23,2
CN(CCC(=O)Nc1ccc(Br)cc1)Cc1ccccc1,-21,-17,5,-7,-5,2,·,-6,·,-18,18
Cc1ccc2[nH]c3c(c2c1)CN(C(=O)CN1CCN(Cc2ccc4c(c2)OCO4)CC1)CC3,-7,2,6,22,6,17,7,-20,13,8,14
COc1ccc(C(=O)N2CCc3cc(OC)c(OC)cc3C2c2ccc(OC)c(OC)c2)cc1OC (stereo unspecified),16,20,-5,-5,8,-12,-14,-2,-6,-12,6
O=C(OCc1nnc(-c2cccs2)o1)C1=NN(c2ccccc2)C(=O)CC1,9,-6,4,8,-6,1,-3,-30,2,-14,-20
Cc1cccc(C)c1OCC(=O)Nc1ccc(NC(=O)c2ccco2)cc1,5,-3,-12,-8,2,1,6,-9,15,-24,7
COc1ccccc1N=Cc1c(O)c2ccccc2oc1=O,43,68*,-13,28,11,6,-10,2,-8,9,13
O=C(NCCS(=O)(=O)N1CCN(C(=O)c2ccco2)CC1)c1ccccc1,14,-13,-1,12,-9,0,-8,0,-2,-2,-12
COc1cccc2sc(N(CCCN(C)C)C(=O)CCS(=O)(=O)c3ccccc3)nc12,88*,31,-7,78*,29,26,15&32,5,-3&17,-2,1
NC(=O)c1ccc(-n2nnnc2SCC(=O)Nc2ccccc2)cc1,4,-15,-4,6,0,-1,-11,9,-8,4,-10
CN(C)CCN=Cc1c(O)n(-c2ccc(S(=O)(=O)N3CCOCC3)cc2)c(=O)c2ccccc12,6,7,-12,0,3,-5,5,-13,1,-3,1
Cc1cc(C)cc(NC(=O)c2cccnc2)c1,-2,-18,8,-35,-4,-12,9,11,-7,1,9
CC1CCCC(NC(=O)CSc2nnc(C(F)(F)F)n2C)C1C (stereo unspecified),-7,2,6,8,0,-11,-16,-14,7,-3,12
CC(=O)NC(Cc1ccccc1)C(=O)OCC(=O)c1ccc(F)cc1 (stereo unspecified),7,-22,2,4,-2,-3,12,-7,2,-2,-4
CC(C)CCn1c(Sc2nc3ccccc3s2)nc2c1c(=O)[nH]c(=O)n2C,2,16,-10,1,-5,6,-17,-4,7,-8,-10
CCc1cccc(OCC2Cn3c(nc4c3c(=O)n(C)c(=O)n4C)O2)c1 (stereo unspecified),-1,5,0,11,7,9,22,4,11,11,8
O=C(O)C[C@H]1c2cc(F)ccc2S(=O)(=O)N1C1CCN(Cc2ccccc2)CC1,16,0,-12,-2,0,-4,-5,-9,1,-29,-9
CCN(CC)CCNC(=O)c1ccc(NC(=O)C2CCN(c3ncnc4sc(C)c(C)c34)CC2)cc1,55*,25,-18,4,-2,2,8,33,21,12,31
Cc1c(S(=O)(=O)N2CCOCC2)c(=O)n(C)c(=O)n1C,1,11,6,-9,1,-15,-10,0,1,12,18
CCCCNC(=O)Cn1cnc2ccc(S(=O)(=O)N3CCC(C)CC3)cc2c1=O,1,-1,-8,9,-4,1,-11,-12,20,0,17
Cc1nn(C)cc1NC(=O)CC12CC3CC(CC(C3)C1)C2,3,9,0,-11,7,-12,-3,6,2,0,2
Cc1nn(C)cc1CNC(=O)Nc1cccc(Cl)c1,7,-84,-8,-13,-31,1,24,-75,-17,-104,-66
COc1ccccc1N1CCN(C(=O)c2coc(=O)c(Br)c2)CC1,12,-20,-11,5,-4,-7,9,-20,-9,-12,3
O=C(Nc1ccc(Cl)cc1)c1ccc2nsnc2c1,-29,-22,-3,2,-32,4,-69,-76,-63,-91,-70
CC(=O)Nc1cccc(-n2nnc(SCC(=O)c3ccccc3)n2)c1,-12,-33,5,2,-33,11,-53,-105,-21,-51,-32
Cc1cc(C)n(-c2ccc(C(=O)OCC(=O)Nc3ccc(S(=O)(=O)N4CCOCC4)cc3)cc2)n1,-4,1,5,-7,2,6,-7,12,-12,-10,4
CSCCC(NC(=O)c1ccccc1)C(=O)NCc1ccc(S(N)(=O)=O)cc1 (stereo unspecified),-4,7,-4,3,8,7,-26,-7,-20,3,15
CCOc1ccccc1Nc1ccc(C(=O)O)cc1N,6,3,7,16,20,2,-19,-14,2,-3,-38
O=C(c1ccccc1Br)N1CCc2c([nH]c3ccccc23)C1,4,-7,-2,31,3,-11,-13,19,8,-6,0
O=C1C(Nc2ccccc2)=C(NS(=O)(=O)c2ccccc2)C(=O)c2ccccc21,31,-21,14,12,0,3,-9,9,14,-1,24
COc1ccc([C@H]2C[C@@H](n3cc(C4CC4)nn3)[C@H](O)CN2C(=O)c2cccs2)cc1,-16,-12,12,4,1,-2,-5,-8,-13,-8,4
O=C(O)c1cc(=O)[nH]c2ccc(S(=O)(=O)Nc3ccc(F)cc3)cc12,-10,-26,8,13,0,-6,-4,27,0,16,16
OCc1csc(=Nc2ccccc2)n1-c1ccccc1,-12,-48,1,0,-1,9,-42,2,-3,-9,-14
COC(=O)c1ccccc1NCC(=O)c1ccc(OC)cc1,-14,-18,0,-11,-1,-3,-5,-17,6,13,-10

5 records picked at random from those above:
Molecule,CF NFkB inh,TROY signal inh,KKLEB cytotox,TWEAK-Fn14 inh,EBV LMP1 NFkB,TRAIL sens C8,NCOA2 inhibitor,NCOA1 inh,COUP-TFII inh,NR5A2 inv ag,NCOA3 inh
CSCCC(NC(=O)c1ccccc1)C(=O)NCc1ccc(S(N)(=O)=O)cc1 (stereo unspecified),-4,7,-4,3,8,7,-26,-7,-20,3,15
OCc1csc(=Nc2ccccc2)n1-c1ccccc1,-12,-48,1,0,-1,9,-42,2,-3,-9,-14
CC(=O)Nc1cccc(-n2nnc(SCC(=O)c3ccccc3)n2)c1,-12,-33,5,2,-33,11,-53,-105,-21,-51,-32
O=C(c1ccccc1Br)N1CCc2c([nH]c3ccccc23)C1,4,-7,-2,31,3,-11,-13,19,8,-6,0
O=C(O)c1cc(=O)[nH]c2ccc(S(=O)(=O)Nc3ccc(F)cc3)cc12,-10,-26,8,13,0,-6,-4,27,0,16,16

Later entries.
Molecule,CF NFkB inh,TROY signal inh,KKLEB cytotox,TWEAK-Fn14 inh,EBV LMP1 NFkB,TRAIL sens C8,NCOA2 inhibitor,NCOA1 inh,COUP-TFII inh,NR5A2 inv ag,NCOA3 inh
CC(C)C[C@H](NC(=O)C1CC(=O)N(c2ccc(F)cc2)C1)C(=O)N1CCCCC1 (stereo partly specified),-6,-11,8,-4,-12,1,-9,10,4,-9,-1
COc1ccc(S(=O)(=O)N(C)C2(C)CCS(=O)(=O)C2)cc1OC (stereo unspecified),-12,11,-9,-8,-2,-5,-5,-9,-12,-9,-3
CCOC(=O)c1c(C)n(C)c2ccc(OC)c(NC(=O)CN3CCN(C4CCCCC4)CC3)c12,0,-3,-4,-11,-2,5,-17,-10,-3,11,-9
Cc1ccc(S(=O)(=O)Cn2nnnc2CN2CCN(C(=O)c3ccco3)CC2)cc1,-3,18,-6,5,3,6,-19,0,1,9,8

4 entries from above in another layout:
Value order – CF NFkB inh	TROY signal inh	KKLEB cytotox	TWEAK-Fn14 inh	EBV LMP1 NFkB	TRAIL sens C8	NCOA2 inhibitor	NCOA1 inh	COUP-TFII inh	NR5A2 inv ag	NCOA3 inh
- COc1ccc(C(=O)N2CCc3cc(OC)c(OC)cc3C2c2ccc(OC)c(OC)c2)cc1OC (stereo unspecified)
→ 16	20	-5	-5	8	-12	-14	-2	-6	-12	6
- O=C(OCc1nnc(-c2cccs2)o1)C1=NN(c2ccccc2)C(=O)CC1
→ 9	-6	4	8	-6	1	-3	-30	2	-14	-20
- Cc1cccc(C)c1OCC(=O)Nc1ccc(NC(=O)c2ccco2)cc1
→ 5	-3	-12	-8	2	1	6	-9	15	-24	7
- COc1ccccc1N=Cc1c(O)c2ccccc2oc1=O
→ 43	68*	-13	28	11	6	-10	2	-8	9	13

Compound activity: PubChem, several laboratories
